High-throughput results deposited in PubChem BioAssay by several laboratories.
SR-BI DiI-HDL act: SR-BI HDL lipid transfer activation; 0.096% of 320,000 active; AID 504775; CHO ldlA[mSR-BI] cells, DiI-HDL uptake fluorescence, 3 h; 100 = double the neutral-control signal; activation, % at 12.5 µM;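 active = mean replicate activation of at least 60% and every replicate at or above 60%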;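 also: 0% = median plate neutral-control signal and 100% = twice that signal; values of inactives mirror those of a sister screen read the other way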
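Material: SR-BI-overexpressing, LDLR-lacking CHO cells | Dosing: Single compound concentration, delivered by pin transfer | Probe or stimulus: Labelled HDL, 10 µg/mL | Signal: Bottom-read cell fluorescence after medium removal, ex 550/em 595 nm | Schedule: 3 h, 37 °C | Evaluation: HDL uptake via cellular fluorescence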
PKA-R2B activ: PKA-R2B complex activation | P22694+P31323 | PKA-R2B holoenzyme dissociation, Cy5-IP20 fluorescence polarization; R2B truncated from residue 108, S112A mutant; 0% DMSO only, 100% 113 µM cGMP | activation, % at 11.4 µM | 0.079% of 340,000 active;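 active = activation above a cutoff set at the mean over all compounds plus 3 SD, cut at about 18% in these data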;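 also: higher means more holoenzyme dissociation and a rise in polarization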
RTF Ca sens inh: cardiac RTF calcium desensitization. P19429+P45379. IANBD-labeled cardiac RTF, Ca2+ fluorescence. inhibition, % at 7.15 µM. 0.12% of 340,000 active. AID 493244;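 active = inhibition above the mean inhibition of all tested compounds plus 3 SD, cut at about 17% in these data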;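 also: assay run at fixed EC70 calcium of 1.6 mM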
cardiac RTF act: cardiac RTF calcium sensitization; P19429+P45379; IANBD-labeled TnC RTF fluorescence at EC20 calcium; 0% EC20 calcium, 100% full calcium; activation, % at 7.2 µM; 0.24% of 340,000 active; AID 493008;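 active = activation above the mean over all tested compounds plus 3 SD, cut at about 30% in these data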;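 also: rise in fluorescence read as greater calcium sensitivity of cardiac thin filaments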
DAGLB inh: diacylglycerol lipase beta (human) inhibition. 0.059% of 340,000 active. AID 504411. inhibition, % at 5.17 µM. Q8NCG7. HEK293T DAGLB membrane lysate, EnzChek fluorogenic substrate; in the data active = inhibition above about 34%;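 also: 0% = enzyme with vehicle and 100% = wells lacking enzyme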
Target sequence (Q8NCG7 whole entry, looked up): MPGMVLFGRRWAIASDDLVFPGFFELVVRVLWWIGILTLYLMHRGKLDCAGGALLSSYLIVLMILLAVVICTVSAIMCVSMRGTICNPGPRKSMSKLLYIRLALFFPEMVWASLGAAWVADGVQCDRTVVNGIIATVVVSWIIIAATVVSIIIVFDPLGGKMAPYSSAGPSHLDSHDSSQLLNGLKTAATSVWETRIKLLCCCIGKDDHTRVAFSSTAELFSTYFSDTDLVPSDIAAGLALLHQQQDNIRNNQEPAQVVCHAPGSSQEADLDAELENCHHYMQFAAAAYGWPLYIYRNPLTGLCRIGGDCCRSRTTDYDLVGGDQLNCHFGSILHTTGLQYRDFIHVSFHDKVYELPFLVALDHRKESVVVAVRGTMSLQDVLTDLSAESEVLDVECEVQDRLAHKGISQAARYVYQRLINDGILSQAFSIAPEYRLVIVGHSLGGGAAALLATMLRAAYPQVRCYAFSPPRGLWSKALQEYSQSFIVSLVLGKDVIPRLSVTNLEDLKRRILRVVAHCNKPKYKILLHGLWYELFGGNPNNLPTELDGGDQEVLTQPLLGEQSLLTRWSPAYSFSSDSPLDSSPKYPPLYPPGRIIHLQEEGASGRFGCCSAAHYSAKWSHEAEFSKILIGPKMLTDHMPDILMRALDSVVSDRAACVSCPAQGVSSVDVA
C-LANA FP: KSHV C-LANA DNA binding inhibition | inhibition, % at 9 µM | 0.078% of 340,000 active | AID 504423 | MBP-C-LANA/FAM-LBS DNA binding, fluorescence polarization;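 active = highest replicate inhibition at or above 60% at 9 µM, even if other replicates fall short; inactive = all replicates below 60% inhibition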;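 also: 0% = neutral control wells and 100% = 4 µM acridine orange control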
Keap1 Nrf2 FP: Keap1-Nrf2 (human) interaction inhibition; 0.15% of 340,000 active; AID 504523; inhibition, % at 9.4 µM; Keap1 Kelch-Nrf2 peptide fluorescence polarization, 1536-well; in the data active = inhibition above about 12%;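 also: human Keap1 Kelch domain with fluorescein labeled Nrf2 9mer peptide probe; 0% = neutral control wells and 100% = peptide positive control; higher means more block of Keap1 binding to Nrf2 peptide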
CAL PDZ FP-1: blocks peptide binding to human CAL PDZ domain | Q9HD26 | purified CAL PDZ, TMR-peptide fluorescence polarization, 1 h | inhibition, % at 20 µM | 0.02% of 330,000 active | AID 504414;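 active = highest replicate inhibition of at least 40%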;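 also: plate controls were DMSO neutral control wells for no effect and unlabeled competitor peptide control wells for full effect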
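Read-out basis: mP drop reported as inhibition | Assay system: Tagged CAL PDZ protein CerCALP, purified | Benchmarks: Unlabelled peptide for full inhibition, DMSO wells as neutral | Schedule: 1 h incubation at room temperature before polarization reading | Buffer or medium: Sodium phosphate/NaCl buffer pH 7.4 with TCEP, IgG, Thesit | Doses: Single point, 20 µM | Measured by: Fluorescence polarization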
Rtt109 Vps75: C. albicans Rtt109 histone acetyltransferase inhibition; Q5AAJ8; purified Rtt109/Vps75, ThioGlo CoA-SH fluorescence, 4 h; inhibition, % at 34.9 µM; 0.16% of 330,000 active; AID 540336;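 active = inhibition of at least 50% in every replicate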
Target sequence (Q5AAJ8 whole entry, looked up): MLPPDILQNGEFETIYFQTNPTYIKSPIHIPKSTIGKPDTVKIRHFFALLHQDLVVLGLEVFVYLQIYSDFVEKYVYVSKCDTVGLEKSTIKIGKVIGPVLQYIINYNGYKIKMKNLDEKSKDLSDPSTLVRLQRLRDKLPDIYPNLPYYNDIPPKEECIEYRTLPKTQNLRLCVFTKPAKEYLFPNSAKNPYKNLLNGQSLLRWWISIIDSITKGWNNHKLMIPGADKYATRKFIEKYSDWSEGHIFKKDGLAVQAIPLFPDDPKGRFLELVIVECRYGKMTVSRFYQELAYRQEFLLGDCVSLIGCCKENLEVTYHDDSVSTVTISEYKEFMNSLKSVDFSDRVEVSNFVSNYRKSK
CAL PDZ FP-2: CAL PDZ (human) peptide binding inhibition; purified CAL PDZ, TMR-peptide fluorescence polarization, 1 h; inhibition, % at 24.9 µM; 0.92% of 300,000 active; Q9HD26; AID 602252;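 active = mean inhibition of at least 30% with at least half of replicates also reaching 30%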;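 also: 0% = DMSO neutral control and 100% = excess unlabeled competitor peptide PRC23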
An asterisk follows results filed as active; / = not tested or not shown. An unsorted share of the library; overall some 1.6% were active at least once.

(1) O=S(=O)(c1ccc2ccccc2c1)N1CCCOC1
(2) Cc1ccc(N2C(=O)CN=C2Nc2nc(C)cc(C)n2)cc1
(3) CCO[C@H]1OC(C(=O)N2CCN(Cc3ccccc3)CC2)=C[C@@H](c2coc3ccccc3c2=O)[C@@H]1CCCO
(4) Cc1ccc(NC(=S)NC(=O)c2ccc(-c3ccccc3)cc2)c(C)c1
(5) COc1cccc(-c2nc(CS(=O)(=O)CC(=O)N3CCN(c4ccccn4)CC3)c(C)o2)c1
(6) COc1cc(O)c(C(CCN2CCCC2)c2cc(OC)c(OC)c(OC)c2)c(OC)c1 (stereo unspecified)
(7) Fc1cc(F)c(C2SCCN2C(=S)Nc2cccc(C(F)(F)F)c2)c(F)c1 (stereo unspecified)
(8) COc1ccc(NC(=O)c2ccc(CN3CCc4ccccc4C3)cc2)cc1OC
assay / entry	1	2	3	4	5	6	7	8
SR-BI DiI-HDL act	5.0	3.1	2.8	-6.8	-44.7	34.1	-41.9	-54.0
PKA-R2B activ	-4.9	7.8	1.7	-8.4	8.7	10.9	-4.8	3.0
RTF Ca sens inh	-15.2	-9.6	0.6	1.3	-0.1	-11.9	-3.4	-7.9
cardiac RTF act	3.0	6.1	-5.4	-2.1	-1.8	-2.7	2.4	-1.4
DAGLB inh	-0.9	1.0	0.9	-15.3	1.2	-0.9	-6.2	-0.2
C-LANA FP	0.3	-0.8	0.4	1.0	1.9	1.4	-0.5	0.4
Keap1 Nrf2 FP	-0.6	-4.2	-1.9	3.3	-0.5	1.8	-3.6	-2.8
CAL PDZ FP-1	-1.3	-0.5	-0.3	-0.8	-0.8	0.0	-0.4	-0.8
Rtt109 Vps75	0.1	1.6	-7.5	1.4	-1.1	9.6	0.4	0.6
CAL PDZ FP-2	2.1	15.1	3.4	/	/	1.3	/	/

(9) COc1ccc(-c2noc(CCCC(=O)NC3CCCCC3)n2)cc1
(10) CN(C)/C=N/C(=S)Nc1ccc(F)cc1
(11) Cc1nn(Cc2ccccc2)c(Cl)c1C(=O)NCc1ccc(C)n1C
(12) COc1cccc(CNC(=O)CN2C(=O)c3ccccc3S2(=O)=O)c1
(13) O=C1C2CCCCN2C(=O)N1CCCCN1CCN(c2ccccc2Oc2ccccc2)CC1 (stereo unspecified)
(14) COc1cccc(NC(=O)CN2C(=O)NC(C)(CC(C)C)C2=O)c1 (stereo unspecified)
(15) O=C(NCc1ccccc1Cl)c1ccc(S(=O)(=O)Nc2cccc(C(F)(F)F)c2)cc1
(16) O=C(Nc1ccc(Br)cc1)C1Cc2ccccc2O/C1=N\O (stereo unspecified)
assay / entry	9	10	11	12	13	14	15	16
SR-BI DiI-HDL act	-3.5	11.1	-6.1	17.0	-19.8	-3.8	25.3	-33.7
PKA-R2B activ	2.8	3.5	-10.4	1.2	-3.7	-2.0	12.3	-0.9
RTF Ca sens inh	-3.5	0.5	-1.3	-9.2	-4.3	-1.3	1.5	-10.8
cardiac RTF act	4.4	-3.0	3.7	1.6	1.0	-2.8	5.0	-4.8
DAGLB inh	-2.5	-0.9	-0.6	1.9	1.9	-4.1	-0.2	-1.0
C-LANA FP	-1.0	-0.9	-0.9	1.2	-0.5	-2.5	-0.3	1.2
Keap1 Nrf2 FP	0.2	-3.9	-4.2	-4.1	0.8	6.5	0.1	-0.7
CAL PDZ FP-1	-1.8	/	-1.2	-3.1	-16.6	0.1	-1.0	0.2
Rtt109 Vps75	3.3	2.5	6.6	-20.0	9.4	0.3	3.3	6.1
CAL PDZ FP-2	-2.9	-1.3	3.5	1.0	4.2	8.4	-3.2	6.6

(17) O=C1CCC(C(=O)N2CCCCO2)CN1Cc1cccc(F)c1 (stereo unspecified)
(18) O=C(NCCCN1CCOCC1)c1ccc2nc(Cc3ccccc3F)oc2c1
(19) O=C(CN1C(=O)S/C(=C\c2cccc(Cl)c2)C1=O)NCCCn1ccnc1
(20) CCCCCCCCCC(=O)N/N=C/c1ccc(C)s1
(21) COc1cccc(CN(C)C(=O)COc2ccc(C(=O)c3ccc(Cl)cc3)cc2)c1OC
(22) CCCCn1c(SCC(=O)NC2CC2)nnc1-c1ccncc1
(23) Cc1nnc(SCC(=O)NC2CCS(=O)(=O)C2)n1Cc1ccccc1 (stereo unspecified)
(24) CCOC(=O)NC(NC(=O)OCC)C(=O)c1ccccc1
assay / entry	17	18	19	20	21	22	23	24
SR-BI DiI-HDL act	5.2	1.3	17.9	32.7	/	/	65.9*	-5.4
PKA-R2B activ	4.7	-6.7	10.4	-9.8	-7.9	0.3	3.5	10.6
RTF Ca sens inh	-3.1	-3.5	-2.0	-1.5	-5.0	-55.2	-3.9	-9.8
cardiac RTF act	-2.5	-5.4	2.4	-3.8	-2.1	2.9	4.5	-6.6
DAGLB inh	-0.2	1.6	1.5	1.2	-8.3	0.1	0.9	-0.9
C-LANA FP	-0.2	1.5	0.1	-0.5	-1.2	-1.5	2.1	-0.3
Keap1 Nrf2 FP	1.9	0.2	-2.8	1.5	-4.1	-3.6	-1.5	-1.8
CAL PDZ FP-1	-0.5	5.0	-3.3	16.7	-1.8	0.1	-2.2	-1.7
Rtt109 Vps75	-8.6	-5.3	-3.1	1.8	3.5	-5.1	-4.8	0.6
CAL PDZ FP-2	-25.0	-2.8	1.5	49.4*	-4.1	/	-1.8	/

(25) CC(=O)c1cccc([N+](=O)[O-])c1
(26) COc1cc(/C=N/NC(=O)c2cc(O)cc(O)c2)ccc1OC(=O)c1ccccc1
(27) O=c1nc(NCc2ccccc2Cl)cn[nH]1
(28) O=C(c1cc(-c2ccncc2)nc2ccc(Cl)cc12)N1CCN(Cc2ccc3c(c2)OCO3)CC1
(29) COc1ccc(Cc2nnc(SCC(=O)Nc3ccc(C)c(Cl)c3)[nH]c2=O)cc1
(30) Cc1ccc(NC2=C(C(=O)c3ccccc3)N(C)S(=O)(=O)c3ccccc32)cc1
(31) Cc1cc(C2=NNC(=Nc3ccc(S(=O)(=O)N4CCOCC4)cc3)SC2)c(C)n1C
(32) CCOc1ccc(C(=O)NCC(=O)NCCCSc2ccccc2)cc1OCC
assay / entry	25	26	27	28	29	30	31	32
SR-BI DiI-HDL act	3.6	-0.1	18.9	-1.4	10.2	-21.3	5.2	/
PKA-R2B activ	-4.0	-2.1	-6.4	-6.5	-1.1	-1.2	9.3	1.1
RTF Ca sens inh	1.4	6.8	0.6	-7.4	-7.2	-13.7	1.0	2.6
cardiac RTF act	-4.0	-5.7	-1.0	-2.3	-3.4	8.8	4.7	-0.7
DAGLB inh	2.1	-2.8	-1.6	1.1	5.0	-4.8	2.3	-1.2
C-LANA FP	-1.8	3.9	-0.1	-0.4	-0.1	-0.9	-0.7	0.8
Keap1 Nrf2 FP	-0.7	-5.6	-2.4	-1.1	0.6	-7.5	-1.0	-7.2
CAL PDZ FP-1	0.5	-3.0	-0.4	-1.1	-1.6	-1.7	0.3	-0.2
Rtt109 Vps75	-12.5	11.3	-5.4	8.6	10.1	-2.4	10.6	2.1
CAL PDZ FP-2	0.1	-2.1	0.5	1.8	1.7	0.1	-8.5	/

3 of the entries above in order of their number in PKA-R2B activ, rising.
entry	smiles	SR-BI DiI-HDL act	PKA-R2B activ	DAGLB inh	C-LANA FP	Keap1 Nrf2 FP	CAL PDZ FP-1	Rtt109 Vps75	CAL PDZ FP-2
20	CCCCCCCCCC(=O)N/N=C/c1ccc(C)s1	32.7	-9.8	1.2	-0.5	1.5	16.7	1.8	49.4*
14	COc1cccc(NC(=O)CN2C(=O)NC(C)(CC(C)C)C2=O)c1 (stereo unspecified)	-3.8	-2.0	-4.1	-2.5	6.5	0.1	0.3	8.4
31	Cc1cc(C2=NNC(=Nc3ccc(S(=O)(=O)N4CCOCC4)cc3)SC2)c(C)n1C	5.2	9.3	2.3	-0.7	-1.0	0.3	10.6	-8.5

Remaining list, next part.
(33) COc1cc(C(=O)Oc2cccc(/C=N/NC(=O)c3cccnc3)c2)cc(OC)c1OC
(34) CCN(CC)C(=O)C1CCC(C)(C(=O)O)C1(C)C (stereo unspecified)
(35) Cc1ccc(C(=O)NNC(=S)NC(=O)c2ccccc2)cc1
(36) Cc1cccc2cc(CN(Cc3cccs3)C(c3nnnn3C3CCCC3)C(C)C)c(=O)[nH]c12 (stereo unspecified)
(37) CN(C)C(=O)c1ccc(NC(=O)CSc2nc3ccccc3[nH]2)cc1
(38) O=C1NC(=O)/C(=C/c2ccccc2Oc2ccc(Cl)cc2)S1
(39) Cc1cccc(CN2CCCC(C(=O)Nc3ccccc3Oc3cccnc3)C2)c1 (stereo unspecified)
(40) O=C(NCC(=O)N(CC1CCCO1)C(C(=O)NC1CCCCC1)c1ccc(F)cc1)c1ccco1 (stereo unspecified)
(41) CCc1nnc2n1N=C(c1ccc(-c3cc(Cl)ccc3Cl)o1)CS2
(42) COc1cccc(NC(=O)c2ncn[nH]2)c1
assay / entry	33	34	35	36	37	38	39	40	41	42
SR-BI DiI-HDL act	-34.3	31.2	-3.6	7.0	-2.9	2.3	15.0	9.8	-31.6	16.9
PKA-R2B activ	-2.1	3.7	-5.2	2.5	0.1	-6.4	0.9	-15.0	1.2	-2.4
RTF Ca sens inh	-10.4	2.1	-4.3	2.2	-0.7	-0.2	-1.3	-3.1	-10.1	-7.7
cardiac RTF act	-9.1	4.3	3.3	-0.3	1.7	2.5	-1.8	-3.1	-5.1	-5.2
DAGLB inh	-1.5	0.6	-4.7	-0.9	-1.4	10.4	-1.2	-0.3	-3.7	1.1
C-LANA FP	-1.5	-0.2	1.6	0.7	-0.7	-1.4	-1.7	0.9	-2.2	0.7
Keap1 Nrf2 FP	2.3	1.4	0.1	-3.1	0.2	-4.8	5.2	1.7	2.5	5.1
CAL PDZ FP-1	-3.5	/	0.9	-0.2	-0.8	-1.4	0.5	/	-0.2	0.0
Rtt109 Vps75	1.9	3.1	15.0	-5.6	-1.4	-12.2	4.5	-8.3	7.1	3.0
CAL PDZ FP-2	/	-6.7	0.7	-0.4	-3.4	0.4	-3.2	0.3	1.4	1.2
